# Bioassay records from PubChem.
# DNMT1 inh: inhibitors of human DNMT1. AID 588458. inhibition (reported as % activation of signal), % at 10 µM. 360,000 compounds, 0.83% hits. DNMT1 molecular beacon, Hinp1I cleavage, fluorescence; in the data active = inhibition above about 50%
# CSN inh: inhibitors of human CSN-mediated cullin deneddylation. 360,000 compounds, 0.38% hits. Purified CSN, SCF-Nedd8-OG deneddylation, fluorescence polarization. Q92905. inhibition, % at 12.5 µM. AID 651999;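 active = pattern-corrected inhibition above about 35%, with an unprinted fluorescence ratio check between 0.5 and 1.5, limit read from the data, passing the limit was not always enough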;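 also: 0% = enzyme with substrate and 100% = substrate without enzyme; some results filed as inactive read as strong as hits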
#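 Assay system: purified human Csn5 enzyme expressed in HEK293T cells; Input: 0.24 nM Csn5 enzyme, final concentration; Reagent: 10 nM SCFSkp2-Nedd8OG; Compound dosing: 12.5 µM single point; Times: reaction 90 min, room temperature; Technique: fluorescence polarization readout.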
# STEP inh: inhibitors of human striatal-enriched phosphatase STEP; P54829; AID 588621; 360,000 compounds, 0.25% hits; recombinant STEP, OMFP fluorogenic substrate, fluorescence; inhibition, % at 20 µM;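 active = inhibition at 20 µM, scaled per plate between control wells, above about 37%, limit read from the data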;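 also: 0% = DMSO with enzyme and substrate and 100% = substrate only without enzyme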
# Target sequence (P54829 whole entry, looked up): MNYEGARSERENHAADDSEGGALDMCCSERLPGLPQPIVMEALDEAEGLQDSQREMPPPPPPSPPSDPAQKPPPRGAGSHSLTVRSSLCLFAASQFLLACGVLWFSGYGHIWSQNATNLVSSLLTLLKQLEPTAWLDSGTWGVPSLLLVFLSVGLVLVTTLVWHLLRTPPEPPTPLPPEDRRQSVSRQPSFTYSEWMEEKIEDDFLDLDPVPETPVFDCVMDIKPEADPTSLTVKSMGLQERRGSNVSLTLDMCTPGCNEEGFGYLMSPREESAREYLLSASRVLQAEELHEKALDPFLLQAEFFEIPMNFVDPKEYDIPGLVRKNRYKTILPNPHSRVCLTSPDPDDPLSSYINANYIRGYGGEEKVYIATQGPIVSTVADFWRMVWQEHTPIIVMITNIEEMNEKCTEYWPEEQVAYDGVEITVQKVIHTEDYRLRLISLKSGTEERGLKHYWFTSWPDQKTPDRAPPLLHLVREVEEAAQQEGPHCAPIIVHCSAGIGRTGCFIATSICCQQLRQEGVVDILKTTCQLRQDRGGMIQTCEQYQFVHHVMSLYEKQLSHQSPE
#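 Also added – OMFP at 25 µM · Test system – STEP tyrosine phosphatase · Technique – FITC-channel fluorescence of OMFP product · Schedule – 20 min at room temperature, dark · Evaluation – control-normalized % inhibition with plate pattern correction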
# NadD block: inhibitors of Staphylococcus aureus NadD; purified NadD enzyme, colorimetric absorbance read-out; inhibition, % at 20 µM; 360,000 compounds, 0.78% hits; in the data active = inhibition above about 26%; also: some compounds past the cut are filed as inactive
# LMPTP block: LMPTP (human) inhibition. P24666. 360,000 compounds, 0.22% hits. recombinant LMPTP-A, OMFP fluorogenic substrate, fluorescence intensity. AID 651560. inhibition, % at 20 µM;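 active = compounds that cut the enzyme signal by at least half of the control window in the single-dose screen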;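 also: plate controls were DMSO wells with enzyme plus substrate for no effect and substrate without enzyme for full effect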
#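 Test system: LMPTP-A phosphatase enzyme. Amount: LMPTP-A at 0.625 nM final in the reaction. Reagent: OMFP substrate, 400 µM final. Times: 50 min at room temperature. Signal: endpoint fluorescence intensity from OMFP dephosphorylation. Read-out basis: % inhibition. Benchmarks: no-enzyme and uninhibited controls.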
# SUMO1 PPI mod: SUMO1-SIM interaction modulation; AID 602429; inhibition, % at 20 µM; SUMO1 binding to a labelled peptide, TR-FRET, 1 h; P63165; 360,000 compounds, 0.33% hits; in the data active = inhibition above about 37%
# Target sequence (P63165 whole entry, looked up): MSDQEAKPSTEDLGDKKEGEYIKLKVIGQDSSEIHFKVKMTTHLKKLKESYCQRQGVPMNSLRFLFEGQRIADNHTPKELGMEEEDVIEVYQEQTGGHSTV
# Rpn11 inh: Rpn11 (human) deubiquitinase inhibition. O00487. human 26S proteasome, Ub4-pepOG fluorescence polarization; 20S core pre-blocked with epoxomicin. calls only at 20 µM. 360,000 compounds, 0.59% hits;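 active = inhibition at 20 µM, scaled to each plate's controls, above about 33%, limit read from the data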
# Target sequence (O00487 whole entry, looked up): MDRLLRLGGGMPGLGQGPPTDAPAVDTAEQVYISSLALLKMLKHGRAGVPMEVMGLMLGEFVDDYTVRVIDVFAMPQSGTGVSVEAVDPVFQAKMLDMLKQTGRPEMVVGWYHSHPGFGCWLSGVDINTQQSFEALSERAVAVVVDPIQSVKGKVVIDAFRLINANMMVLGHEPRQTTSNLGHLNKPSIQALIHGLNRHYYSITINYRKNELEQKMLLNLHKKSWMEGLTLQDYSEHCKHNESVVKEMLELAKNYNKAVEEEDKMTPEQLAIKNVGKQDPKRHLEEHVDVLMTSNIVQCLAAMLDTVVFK
# MsrA inhibitor: bovine MsrA inhibition | purified bovine MsrA, absorbance read-out | inhibition, % at 15.5 µM | 360,000 compounds, 0.75% hits | AID 651718; in the data active = inhibition above about 4.5%;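 also: 0% = vehicle wells with enzyme and 100% = reference inhibitor wells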
# Scp-1 inhibitor: Scp-1 (human) phosphatase inhibition | Recombinant Scp1, phosphopeptide, malachite green phosphate absorbance | inhibition, % at 20 µM | 340,000 compounds, 0.88% hits | AID 493091;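 active = inhibition above about 50% at 20 µM, limit read from the data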;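 also: plate controls were DMSO wells with enzyme for no effect and wells lacking enzyme for full effect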
#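 Incubation: 45 min enzyme reaction at room temperature / System: truncated SCP-1 phosphatase (76-261aa) / Reagent: Phospho 17-mer peptide substrate / Buffer or medium: Acidic Tris acetate buffer with magnesium and detergent / Signal: absorbance at 630 nm / Doses: one concentration, 20 µM, with 1.0% DMSO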
# TbMetRS inhib: blocks T. brucei methionyl-tRNA synthetase activity; purified T. brucei MetRS, ATP depletion, Kinase-Glo luminescence; inhibition, % at 11.9 µM; 360,000 compounds, 0.4% hits; AID 624268;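 active = inhibition above a per-plate cutoff of the control wells' mean inhibition plus 3 SD, cut at about 5.5% in these data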;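 also: 0% = DMSO wells median and 100% = median of wells with control inhibitor compound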
#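 Material: parasite MetRS enzyme / Replication: singlicate, one well per compound / Signal: luminescence of leftover ATP / Schedule: 2 h aminoacylation at 25 °C after 15 min preincubation / Medium: HEPES-MgCl2-KCl buffer plus DTT, spermine, BSA, pyrophosphatase / Doses: 11.9 µM single point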
# The depositor's hits bear a star; i = inactive; / = no result given.
SMILES,DNMT1 inh,CSN inh,STEP inh,NadD block,LMPTP block,SUMO1 PPI mod,Rpn11 inh,MsrA inhibitor,Scp-1 inhibitor,TbMetRS inhib
CC(C)(C)NC(=O)CSCc1c(Cl)cccc1Cl,2,-7,-4,0,-2.7,-1,i,0.0,-5,0.5
O=C(NCC1CCCO1)C(c1cccs1)N(Cc1ccccc1)C(=O)c1ccc(-c2ccccc2)[nH]1 (centres undefined),-13,-4,1,-1,2.4,1,i,1.4,-4,-0.5
COC(=O)CSc1nnc(CNC(=O)c2ccccc2OC)n1C,-1,-6,-4,-3,-1.8,-2,i,0.4,-6,-0.8
NC(=O)c1ccsc1NC(=O)CCS(=O)(=O)c1ccc(F)cc1,0,2,-2,-4,0.2,1,i,0.7,-3,-0.1
Cc1ccc(Nc2nc(C)c(CCC(C)C)c(=O)[nH]2)cc1,0,0,1,-6,-0.8,-5,i,1.7,0,0.4
Cc1cc(C)c2cc(C#N)c(NCCNC(=S)NCCCN3CCOCC3)nc2c1,-6,2,3,4,-3.5,-6,i,-1.4,43,0.3
CCCCc1cc(C)c(S(=O)(=O)c2ccccc2C)c(=O)[nH]1,-2,1,-1,-6,-2.2,-1,i,0.7,-7,-0.2
Cc1ccc(Cc2cnc(N)s2)o1,32,37*,4,11,28,16,i,0.2,34,0.0
Fc1ccccc1CNc1nc(-c2cccnc2)nc2ccccc12,3,9,-1,7,18,5,i,0.3,6,0.3
COc1cccc(CN2CCN(Cc3nc(-c4cccc(F)c4F)oc3C)CC2=O)c1,-1,2,0,1,-1.0,-2,i,-0.6,-7,-0.6
COc1cccc(NC(=O)N(C)C[C@@H]2Oc3cc(Br)ccc3S(=O)(=O)N([C@@H](C)CO)C[C@H]2C)c1,5,4,-2,1,-1.3,4,i,-0.6,/,-0.7
c1ccc(Cc2nnc(N3CCCCC3)c3ccccc23)cc1,1,6,-1,3,0.5,-2,i,2.7,-5,0.5
Cn1cc(/C=C(\C#N)C(=O)Nc2ncc(Cc3ccc(Cl)cc3)s2)c2ccccc21,-5,-7,-2,31*,-0.5,-4,i,-1.2,3,-0.6
O=C(O)c1ccc(CSc2nc3ccc(NC(=O)c4ccccc4C(=O)O)cc3s2)cc1,4,-13,24,6,6.0,-1,i,2.2,58*,0.3
O=C(Nn1cnnc1)c1ccccc1Cl,0,-3,-4,-5,-1.7,-3,i,-0.7,-5,-0.6
Cc1ccc(C)c2[nH]c(=O)c(CCNC(=O)CCc3ccccc3)cc12,2,-3,-2,-3,-1.3,5,i,-1.7,-9,-0.1
Cc1occc(=O)c1O,-2,-4,1,3,-0.9,-1,i,0.7,-6,0.5
CNC(=S)Nc1cc(Cl)ccc1Oc1ccccc1,4,-9,1,5,0.4,2,i,0.4,1,0.5
COc1cc(CC(=O)NCc2cccs2)cc(OC)c1OC,3,1,1,9,2.7,0,i,0.1,-7,-0.6
COc1ccc(C2=NN(C(=O)CCC(=O)O)C(c3cccs3)C2)cc1 (centres undefined),-9,3,1,-8,-0.7,-10,i,0.6,-7,-0.7

# Single records (already shown):
# Cc1ccc(Nc2nc(C)c(CCC(C)C)c(=O)[nH]2)cc1 across the screens: DNMT1 inh: 0; CSN inh: 0; STEP inh: 1; NadD block: -6; LMPTP block: -0.8; SUMO1 PPI mod: -5; Rpn11 inh: i; MsrA inhibitor: 1.7; Scp-1 inhibitor: 0; TbMetRS inhib: 0.4
# Fc1ccccc1CNc1nc(-c2cccnc2)nc2ccccc12 across the screens: DNMT1 inh: 3; CSN inh: 9; STEP inh: -1; NadD block: 7; LMPTP block: 18; SUMO1 PPI mod: 5; Rpn11 inh: i; MsrA inhibitor: 0.3; Scp-1 inhibitor: 6; TbMetRS inhib: 0.3

# Part of the list above in a different format:
molecule	DNMT1 inh	CSN inh	STEP inh	NadD block	LMPTP block	SUMO1 PPI mod	Rpn11 inh	MsrA inhibitor	Scp-1 inhibitor	TbMetRS inhib
Cc1ccc(Nc2nc(C)c(CCC(C)C)c(=O)[nH]2)cc1	0	0	1	-6	-0.8	-5	i	1.7	0	0.4
Cc1cc(C)c2cc(C#N)c(NCCNC(=S)NCCCN3CCOCC3)nc2c1	-6	2	3	4	-3.5	-6	i	-1.4	43	0.3
CCCCc1cc(C)c(S(=O)(=O)c2ccccc2C)c(=O)[nH]1	-2	1	-1	-6	-2.2	-1	i	0.7	-7	-0.2
Cc1ccc(Cc2cnc(N)s2)o1	32	37*	4	11	28	16	i	0.2	34	0.0
Fc1ccccc1CNc1nc(-c2cccnc2)nc2ccccc12	3	9	-1	7	18	5	i	0.3	6	0.3
COc1cccc(CN2CCN(Cc3nc(-c4cccc(F)c4F)oc3C)CC2=O)c1	-1	2	0	1	-1.0	-2	i	-0.6	-7	-0.6
COc1cccc(NC(=O)N(C)C[C@@H]2Oc3cc(Br)ccc3S(=O)(=O)N([C@@H](C)CO)C[C@H]2C)c1	5	4	-2	1	-1.3	4	i	-0.6	/	-0.7

# More compounds follow:
SMILES,DNMT1 inh,CSN inh,STEP inh,NadD block,LMPTP block,SUMO1 PPI mod,Rpn11 inh,MsrA inhibitor,Scp-1 inhibitor,TbMetRS inhib
Cc1nc(Cl)c(C(=O)Nc2cccc(F)c2)c(C)c1Cl,1,-10,1,-4,0.4,2,i,-0.7,3,-0.4
COc1ccc2ccccc2c1C1CC(=O)N2CN(C3CCCCC3)CSC2=C1C#N (centres undefined),-17,-2,9,8,2.8,-2,i,1.1,-1,-0.2
O=C(CCc1ccccc1)Nc1cc(S(=O)(=O)N2CCOCC2)ccc1N1CCCC1,11,4,-4,-3,0.5,8,i,-1.0,13,-0.4
Cc1cc(F)ccc1-c1cc(C(=O)NCc2cccs2)[nH]n1,3,-1,-3,-1,0.0,1,i,0.1,/,-0.2
C[C@]12C(=O)N(c3ccc(F)cc3)C(=O)N1[C@@H]1c3ccccc3OC[C@@H]1[C@H]2c1ccccc1,-2,-1,1,-2,0.0,-5,i,0.0,-9,-0.3
CC(C)c1onc(C(=O)N2CCN(C(c3ccccc3)c3ccccc3)CC2)c1[N+](=O)[O-],3,0,1,10,-0.6,43*,i,0.7,21,3.6
O=C(NC(=S)Nc1ccc(N2CCOCC2)c(Cl)c1)c1sc2ccccc2c1Cl,-6,-2,1,2,1.1,2,i,0.9,-11,-0.1
O=C(NCC1CCCCC1)c1cc(Br)ccc1Cl,1,3,-3,1,-1.8,4,i,-0.7,-2,-1.4
CC1=NC(=O)C(N=Nc2ccccc2)N1c1ccccc1 (centres undefined),-3,-3,10,-1,0.5,-6,i,0.2,-15,-0.5
Cc1cc(N2C(=O)C(O)=C(C(=O)c3ccc(C)o3)C2c2ccc([N+](=O)[O-])cc2)no1 (centres undefined),2,-6,3,17,2.8,-23,i,3.5,-11,-0.5
O=C(NOC(=O)c1ccccc1)c1ccccc1,-1,-4,-3,0,-1.1,1,i,-1.6,-7,-0.3
CCOc1ccccc1NC(=O)COC(=O)Cc1ccc(-c2ccccc2)cc1,-8,2,4,7,4.6,0,i,1.0,-14,0.8
Cc1c(NS(=O)(=O)c2ccc([N+](=O)[O-])cc2)c(=O)n(-c2ccccc2)n1C,-1,5,-3,-2,0.3,-32,i,-0.3,-7,-0.6
CC(C)(C)c1ccccc1NC(=O)CN1C(=O)NC2(CCCCCC2)C1=O,5,1,-1,-1,-0.5,0,i,1.2,-5,-0.2
Cc1ccc(C(C(=O)NC2CCCC2)N(Cc2ccco2)C(=O)CCC(=O)Nc2ccccn2)cc1 (centres undefined),3,-3,-3,1,-3.1,0,i,0.4,-6,-1.6
CC(NS(=O)(=O)c1ccccc1)C1COc2ccccc2O1 (centres undefined),-5,-3,-3,-5,-0.8,-2,i,0.1,-5,-1.5
O=C(CN1CCCC1)Nc1nc(-c2ccc3c(c2)CCN3C(=O)c2ccccc2F)cs1,-4,1,-1,4,1.8,-9,i,/,1,0.9
CCOC(OCC)c1cc2ccccc2cn1,3,2,-3,-4,-0.9,6,i,0.7,-4,-0.1
COc1cc2c(cc1OC)CN(C(=O)c1ccc(Cl)c(S(=O)(=O)N3CCCC3)c1)CC2,-3,2,4,-2,-0.1,4,i,2.4,-8,-0.1
COc1ccccc1-n1c(-c2ccc(NS(C)(=O)=O)cc2)n[nH]c1=S,4,2,-1,-8,-0.6,2,i,1.2,-2,-0.2
O=C1CC(N2CCN(Cc3ccccc3)CC2)C(=O)N1c1ccc2c(c1)OCCO2 (centres undefined),2,1,-3,0,-0.1,2,i,-0.3,-3,-0.4
Nc1cc(N2CCCCC2)c([N+](=O)[O-])cc1Cl,0,3,-3,-4,0.0,-28,i,1.0,-7,0.2
CC1Cc2ccccc2N1S(=O)(=O)c1cccc(C(=O)NCCCO)c1 (centres undefined),-2,1,-2,8,-4.1,-2,i,-0.4,-3,-0.3
O=C(OCC(=O)N1CCCc2ccccc21)c1cc(Cl)ccc1O,0,-2,0,-4,1.0,-28,i,1.5,-14,-0.1
Cc1ccc(S(=O)(=O)N2CCN(C(=O)COc3ccc(Br)cc3)CC2)cc1,-7,-1,5,-1,2.0,8,i,0.2,-2,0.0
Cc1ccc(-c2nc(N3CCOCC3)sc2C(=O)N2CCCCC2)cc1,-3,-12,-2,-1,-0.3,0,i,-0.5,-8,-0.5
CC(=O)Nc1ccc(/C=C(\C#N)C(=O)NC2CCCCC2C)cc1 (centres undefined),-1,5,1,-4,-1.1,-3,i,1.2,-3,-1.0
CCC(C)C(=O)Nc1ccccc1N1CCN(c2ccc(F)cc2)CC1 (centres undefined),2,1,-1,-5,2.0,12,i,-0.9,-7,0.7
Cc1c(Cl)cccc1NC(=O)Nc1cnccn1,0,2,-2,3,0.3,-2,i,0.1,-8,0.1
CCC1CN(C(=O)NCc2ccc(F)cc2)c2cc(C)ccc2O1 (centres undefined),2,4,0,-3,1.6,-1,i,-0.2,-7,0.2
O=C(NCc1ccco1)c1cccc(F)c1,8,-4,-4,0,0.6,1,i,-0.4,5,-2.1
COc1ccc(Cl)cc1NC(=O)CN(C)CC(=O)N1CC(=O)Nc2ccccc21,2,0,-3,-1,0.0,2,i,0.0,-3,0.0
